Source: PubChem BioAssay (several laboratories)
Yfh1-depleted yeast: enhancers of respiration in Yfh1-depleted yeast, dose response, Friedreich's ataxia, plus single-dose screen (AID 1465) | actives 0.074% (n = 220,000) | one-dose fold induction at 50 µM; EC50 in µM for titrated hits | S. cerevisiae Yfh1-off respiration, WST-1 reduction, 72 h; higher fold induction means a stronger effect;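 active means fold induction of absorbance versus untreated yeast above a set limit, then at least 30% activation at any dose in follow-up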;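 further: activators that raise dye reduction in frataxin-depleted yeast; strong numbers were not always called active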
Autophagy HCS: modulators of autophagy | MEF GFP-LC3 puncta imaging; test concentration mostly 10 µM | calls only at 10 µM (by protocol) | actives 0.98% (n = 190,000);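 active means percentage of spot-positive cells more than 3 SD above its plate mean, without a fluorescence outlier flag or 80% toxicity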;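 further: spot-positive cell cutoff set from DMSO-treated cells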
MT stabilizer: microtubule stabilization, imaging screen | HeLa tubulin immunostaining HCS, 24 h; share of cells brighter than vehicle mean+2SD | % tubulin-high responders, % at 10 µM | actives 0.83% (n = 200,000);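 active means plate Z-score above 3 for both tubulin-high and condensed-nucleus cell shares, with cell loss under 80%, at 10 µM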;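 further: anti alpha tubulin signal scored within the nucleus-defined area of each cell; some results filed as inactive read as strong as hits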
T cell modulator: T cell immune modulators affecting CD8 T cell-vesicle binding; 2C CD8+ T cell-vesicle binding, flow cytometry; active compounds read low; AID 2052; calls only at 7 µM; actives 0.068% (n = 330,000);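 active means response, share of CD8 T cells binding vesicles, and their 90th percentile fluorescence all below set limits, cut at about 80% in these data, passing the limit was not always enough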
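Assay system – 2C mouse CD8+ T cells · Also added – QL9-loaded Drosophila micro-vesicles · Timing – Cell–vesicle co-incubation 1.5 h at 37 °C, staining 20 min on ice · Signal – flow cytometry of vesicle-bound cells · Measure – percent CD8+ FL2 mean versus row control · Controls – Peptide-free naked vesicles (low) and QL9 vesicles with 0.7% DMSO vehicle (high)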
P. falciparum M1AAP: malaria alanyl aminopeptidase activity blockers – biochemical, fluorogenic H-Leu-NHMec substrate, 1536-well (AID 1445). recombinant M1AAP, H-Leu-NHMec fluorogenic kinetic assay; higher % means a stronger effect. inhibition, % at 30 µM; hits with a dose series show IC50 in µM. actives 0.42% (n = 220,000);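 active means primary inhibition above the hit cutoff, then over 50% inhibition at one or more dose response concentrations, cut at about 23% in these data, passing the limit was not always enough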;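 further: plate controls were DMSO full reaction for no effect and no enzyme background for full effect; strong numbers were not always called active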
P. falciparum M17LAP: P. falciparum M17LAP inhibitors, primary screen, biochemical, fluorogenic H-Leu-NHMec substrate, 1536-well (AID 1619) | recombinant M17LAP, H-Leu-NHMec fluorogenic kinetic assay; higher % means a stronger effect | actives 0.38% (n = 220,000) | inhibition, % at 30 µM; hits with a dose series show IC50 in µM;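 active means compound inhibiting the enzyme by more than half at any dose during confirmatory dose-response retesting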;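 further: plate controls were full reaction with DMSO carrier for no effect and no enzyme background for full effect; strong numbers were not always called active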
WT yeast gro inh: growth inhibition of WT yeast, mitochondrial fusion screen | mitochondrial fusion phenotypic screen, WT strain | AID 1362 | inhibition, % at 10 µM | actives 2.1% (n = 190,000); in the data active means inhibition above about 58%; tested in S. cerevisiae
Dynein cargo inh: blocks dynein driven cargo transport along microtubules; 3617.4 mouse cells, GR-EGFP nuclear translocation imaging; test concentration mostly 20 µM; stimulated with dexamethasone, 1 µM; active compounds read low; z-score, hits read low; actives 0.47% (n = 220,000);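 active means plate z-score of nuclear minus cytoplasmic receptor signal below a set negative limit, without overly bright fluorescence or cell loss, cut at about -3.5 in these data, passing the limit was not always enough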;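 further: z-score of nuclear minus cytoplasmic ring GR-EGFP intensity difference per well; some compounds called inactive have numbers as strong as hits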
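Medium: Induction medium lacking tetracycline, stripped serum | Probe or stimulus: 1.0 µM final dexamethasone stimulus | Schedule: 48 h induction, then 1 h compound, then 30 min agonist, 37 °C | Signal: Automated 10x imaging of fixed Hoechst-stained cells | Evaluation: Per-cell GR-EGFP intensity, nucleus versus surrounding cytoplasmic ring, well-averaged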
b-catenin transl: alters nuclear translocation of beta-catenin in HeLa cells. immunofluorescence imaging. nuclear translocation activity, % at 5 µM. actives 0.3% (n = 190,000);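 active means nuclear translocation activity above 50% at 5 µM, with a well cell count of 50 or more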;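 further: per-cell ratio of nuclear to cytoplasmic median beta-catenin stain intensity; plate controls were DMSO negative control for no effect and GSK-3 inhibitor IX positive control for full effect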
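assay system = human HeLa cells, endogenous beta-catenin | times = compound treatment 24 h, 37°C, 5% CO2 | detection = Anti-beta-catenin immunofluorescence on PFA-fixed, Triton-permeabilized cells, DAPI nuclei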
WT yeast gro inh mutant strain: recorded beside WT yeast gro inh, whose call it bears; inhibition, %; mitochondrial fusion phenotypic screen, mutant strain inhibition
Dynein cargo inh cytoplasmic EGFP: recorded beside Dynein cargo inh, whose call it bears; z-score; measured here: cytoplasmic GR-EGFP intensity; active compounds read high
Dynein cargo inh nuclear GR-EGFP: recorded beside Dynein cargo inh, whose call it bears; z-score; measured here: nuclear GR-EGFP intensity;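 lower value marks the stronger effect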
Dynein cargo inh cell count: second read-out of Dynein cargo inh, no call of its own (marks repeat the call); z-score; measured here: cell count per field
b-catenin transl cell count 5 µM: second read-out of b-catenin transl, no call of its own (marks repeat the call); cell count; measured here: cell count, cytotoxicity flag
T cell modulator vesicle-bound %: recorded beside T cell modulator, whose call it bears; double positive events, %; measured here: CD8+ vesicle-bound cell fraction;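 binding gate set so that unloaded-vesicle control wells show 10% double positive cells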
MT stabilizer Hoechst-high %: further read-out of MT stabilizer, marked with its call; % Hoechst-high responders; measured here: nuclear condensation Hoechst responders;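 share of cells brighter than vehicle mean plus two SD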
MT stabilizer cytotoxicity %: second read-out of MT stabilizer, no call of its own (marks repeat the call); toxicity, %; measured here: cytotoxicity by cell density;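 0% = mean cell density of plate MIN control wells and 100% = no cells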
Autophagy HCS cell loss 18 h: further read-out of Autophagy HCS, marked with its call; toxicity, %; measured here: cell loss, nuclei count;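 cell loss after 18 h compound exposure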
Starred values were filed as active, the others as inactive; i = inactive; nt = no result given; + = active, no number.

SMILES	Yfh1-depleted yeast	Autophagy HCS	Autophagy HCS cell loss 18 h	MT stabilizer	MT stabilizer Hoechst-high %	MT stabilizer cytotoxicity %	T cell modulator	T cell modulator vesicle-bound %	P. falciparum M1AAP	P. falciparum M17LAP	WT yeast gro inh	WT yeast gro inh mutant strain	Dynein cargo inh	Dynein cargo inh cytoplasmic EGFP	Dynein cargo inh nuclear GR-EGFP	Dynein cargo inh cell count	b-catenin transl	b-catenin transl cell count 5 µM
O=C(Nc1ccc(F)cc1)Oc1ccccc1N1CCOCC1	i	nt	nt	nt	nt	nt	i	25	0%	-1%	nt	nt	0.32	-0.25	-0.12	0.084	0.2	1301
CCCCCC(=O)Nc1cccc(C2=NOC3(C2)C[C@@H](C(N)=O)N(C(=O)C2(C)CC2)C3)c1 (stereo partly specified)	i	nt	nt	nt	nt	nt	i	48	-1%	4%	nt	nt	-0.81	-0.81	-0.23	0.12	0.7	1280
O=C(NC(=O)c1cnccc1C(F)(F)F)Nc1ccccc1	i	nt	nt	nt	nt	nt	i	4	0%	-3%	nt	nt	-0.018	-0.31	-0.066	0.77	-4.0	1123
Cc1sc(-c2ccncc2)nc1OC(=O)c1ccccc1	i	i	-1	1.6	1.9	8.5	i	57	8%	-12%	-1	-42	-0.34	0.3	-0.32	0.52	nt	nt
CC(C)OP(C)(=O)CN1CCN(CP(C)(=O)OC(C)C)CC1 (stereo unspecified)	i	i	-5	3.9	2.5	3.2	i	34	-3%	-1%	8	14	-1.4	-0.21	-0.49	0.74	2.0	1155
O=C(Oc1cccc2ccccc12)c1ccco1	i	i	14	4.5	2.2	1.3	i	44	-1%	4%	-5	2	-0.31	-0.32	0.16	0.26	-1.0	1144
Cc1ccccc1NC(=O)Nc1ccccc1C(N)=O	i	i	-17	3.7	2.0	6.5	i	60	0%	-5%	3	-1	0.53	-0.27	0.043	0.41	-2.5	982
CC1CCN(Cc2nc(-c3ccc(Cl)cc3)no2)CC1	i	nt	nt	nt	nt	nt	i	30	1%	-6%	nt	nt	1.3	-0.22	0.44	-0.58	0.6	1082
Cc1c(-n2c(-c3ccccc3)nc3ccccc3c2=O)c(=O)n(-c2ccccc2)n1C	i	i	17	2.3	0.9	5.2	i	43	11%	11%	-3	8	0.36	-0.22	0.38	-0.16	-1.7	867
O=C(Cn1cc(C(F)(F)F)ccc1=O)N/N=C/c1ccc(F)cc1	i	i	-3	1.9	2.3	6.1	i	14	-2%	11%	4	8	1	-0.16	0.83	-0.3	-0.5	1089
O=C(CSc1ccc(-c2ccccc2)nn1)N1CCN(c2ccccc2)CC1	i	i	23	3.7	2.0	9.0	i	39	-3%	9%	11	1	0.13	-0.22	-0.076	-0.39	-1.0	1038
CCOc1ccc(N2C(=O)c3ccc(C(=O)OCC(=O)N(CC)C4CCS(=O)(=O)C4)cc3C2=O)cc1 (stereo unspecified)	i	i	-2	2.1	3.2	8.0	i	10	6%	0%	-15	3	0.43	-0.34	0.71	-0.33	-0.6	1070
CC(C)N(Cc1ccccc1)C(=O)CSc1nccn1C	i	+	-3.9*	4.0	2.7	9.9	i	12	-16%	-2%	-2	2	-1.1	-0.26	-0.77	1.5	-2.0	1053
FC(F)(F)c1nnc(-c2ccccc2)nc1N1CCOCC1	i	i	16	2.3	2.6	6.9	i	42	2%	-3%	-10	2	-1.1	-0.11	-0.12	0.44	0.0	1025
CN(C)c1ccc(C(=S)N2CCN(c3ccc([N+](=O)[O-])cc3)CC2)cc1	i	nt	nt	nt	nt	nt	i	43	-1%	1%	nt	nt	-0.23	0.28	-0.11	-0.3	-1.3	1028
CC(=O)Nc1ccc(NC(C)=C(C#N)C#N)cc1	i	i	-1	2.0	1.8	5.1	i	41	1%	13%	-13	-12	-0.61	-0.31	-0.55	0.75	-2.0	1069
CC(=O)c1sc(NC(=O)c2ccccc2)nc1-c1ccccc1	i	i	-6	1.4	3.0	2.0	i	62	9%	15%	22	-12	0.3	-0.18	-0.39	-0.18	-0.7	1032
CCOC(=O)c1c(CN(C)C)oc2cc(CN(C)C)c(O)c(CSc3ccccc3)c12	i	i	1	2.1	1.4	6.1	i	34	8%	-3%	8	22	2	-0.12	0.74	-0.82	-2.2	1131
CCC(=O)N1CCCc2cc(S(=O)(=O)N3CCN(c4ccccn4)CC3)ccc21	i	i	-3	4.8	2.0	7.6	i	49	22%	-10%	2	-4	1.1	-0.21	0.57	0.16	-1.1	1045
COc1ccc(Cl)c(OC)c1C(=O)NC(=O)Nc1c(F)cc(F)cc1F	i	nt	nt	nt	nt	nt	i	29	8%	7%	nt	nt	0.22	0.044	0.7	-0.59	-0.9	1311
CCOc1cc(C(=O)NCc2ccccc2)ccc1OCC(=O)N1CCOCC1	i	i	-6	2.3	1.1	8.7	i	29	-2%	-2%	7	-19	0.8	-0.23	0.31	-0.094	-0.8	1053
COc1ccc(-c2[nH]nc3c2C(c2ccsc2)C(C#N)=C(N)O3)cc1 (stereo unspecified)	i	i	4	2.4	1.2	5.4	i	52	4%	72%	4	4	0.69	-0.12	1	0.58	-1.0	1312
Cc1nc2sc3c(c2c(=O)o1)CC(C)(C)OC3	i	i	-2	3.4	1.7	6.6	i	33	6%	4%	9	17	-1.5	-0.21	-0.75	1.2	nt	nt
Cc1cc(Cl)ccc1OCC(=O)NCCC(=O)O	i	i	20	3.5	2.2	10	i	21	8%	3%	-3	-4	-0.2	-0.22	0.058	0.59	-2.3	1039
Cc1nn(C)cc1-c1cc(C(=O)O)c2ccccc2n1	i	i	-12	1.7	2.0	9.4	i	48	-1%	-52%	-5	3	-0.84	-0.17	-0.71	0.26	0.5	1477
Cc1cccc(C2=NN(c3ccc(Br)cc3)[C@@H](C(=O)N3CCOC3=O)[C@@H]2c2ccc(F)cc2)c1	i	i	-2	5.1	4.5	2.3	i	16	8%	4%	38	15	-0.26	-0.2	0.36	0.96	nt	nt
CC(CN1CCCCCC1)C(=O)NN (stereo unspecified)	i	i	-7	3.0	2.8	7.5	i	28	11%	3%	-15	-4	0.83	-0.24	0.81	-0.28	-0.5	958
Cc1ccc(-c2c(C(=O)NNC(=S)NCC3CCCO3)csc2C)cc1 (stereo unspecified)	i	i	9	2.2	1.9	7.1	i	1	-2%	0%	3	19	1	-0.35	0.74	-0.37	0.5	1494
COc1ccc(/C(C)=N/NC(=O)c2ccc(NS(=O)(=O)c3cccs3)cc2)cc1	i	nt	nt	nt	nt	nt	i	7	5%	13%	nt	nt	0.71	-0.74	0.043	-0.63	-0.4	1369
CCOCCCNC(=O)c1cc(Sc2ccc(C)cc2)nc2ccccc12	i	i	-3	2.5	2.2	2.2	i	45	4%	-2%	-8	2	-0.36	-0.14	-0.1	0.67	-0.3	1187

Some values from the list.
Dynein cargo inh cell count with CC(=O)c1sc(NC(=O)c2ccccc2)nc1-c1ccccc1 stands at -0.18
b-catenin transl cell count 5 µM with Cc1cc(Cl)ccc1OCC(=O)NCCC(=O)O stands at 1039

(more compounds)
SMILES	Yfh1-depleted yeast	Autophagy HCS	Autophagy HCS cell loss 18 h	MT stabilizer	MT stabilizer Hoechst-high %	MT stabilizer cytotoxicity %	T cell modulator	T cell modulator vesicle-bound %	P. falciparum M1AAP	P. falciparum M17LAP	WT yeast gro inh	WT yeast gro inh mutant strain	Dynein cargo inh	Dynein cargo inh cytoplasmic EGFP	Dynein cargo inh nuclear GR-EGFP	Dynein cargo inh cell count	b-catenin transl	b-catenin transl cell count 5 µM
CC(NC(=O)c1ccc2nc[nH]c2c1)c1ccccc1 (stereo unspecified)	i	i	-10	2.0	2.6	3.0	i	57	5%	13%	-8	-2	-0.5	-0.35	-0.75	0.94	-2.0	1067
COCCn1c(C)cc(/C=C2/NC(=O)N(c3cccc(Cl)c3)C2=O)c1C	i	i	2	7.5	2.8	5.9	i	52	9%	-2%	-5	-2	1.2	-0.32	0.86	-0.58	-4.0	1030
CC1CCCN(C2=C(NS(=O)(=O)c3ccc(Cl)cc3)C(=O)c3ccccc3C2=O)C1 (stereo unspecified)	i	i	11	3.9	2.6	11	i	60	14%	9%	15	18	-0.12	-0.29	0.018	1.6	1.9	494
Cc1c(C)n(CCC#N)c2ccccc12	i	i	14	2.1	1.5	3.3	i	22	-2%	5%	9	6	0.54	-0.25	0.18	0.11	nt	nt
O=C1CSC(c2cccs2)N1c1ccccc1 (stereo unspecified)	i	i	2	2.3	1.6	1.8	i	32	1%	-1%	8	1	-0.69	-0.22	-0.18	0.97	-0.5	1205
CCCCCSc1nc(O)cc(=O)[nH]1	i	i	3	3.1	1.1	3.5	i	51	1%	6%	6	16	0.66	-0.26	0.31	-0.36	nt	nt
CCCNC(=O)CSCc1nc(-c2ccc(SC)cc2)oc1C	i	i	12	3.9	1.4	2.7	i	62	-1%	0%	1	21	2	-0.19	1.1	-1.3	0.1	1032
